Assay outcomes (PubChem BioAssay)
NR0B1 inh: NR0B1 (DAX1) inhibition. P51843. HEK293 Gal4-DAX1 luciferase reporter, luminescence. inhibition, % at 6.75 µM. 340,000 compounds, 0.99% hits;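 active = inhibition above the mean over all tested compounds plus 3 SD, cut at about 4.2% in these data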;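 note: 0% = DAX1-transfected cells with DMSO and 100% = empty-vector control cells with DMSO; inhibition shows as a rise in luminescence from relieved DAX1 repression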
FXN GAA850 act: frataxin GAA850 promoter activation; HEK293 lucGAA850 FXN promoter luciferase reporter, 24 h; percent of 10 µM SAHA response; activation, % at 6 µM; 360,000 compounds, 0.56% hits; AID 540364;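 active = activation above the average of all compounds screened plus 3 SD, cutoff fixed separately per campaign, cut at about 7.5% in these data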;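 note: 0% = DMSO wells and 100% = 10 µM SAHA wells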
* marks the source's active call; other numbers are inactive results.

SMILES | NR0B1 inh | FXN GAA850 act
CC(C)(CO)[C@@H](O)C(=O)NCCC(=O)O | 2.7 | -0.6
CN1CCC(=C2c3ccccc3CCc3sccc32)CC1 | -0.1 | -2.0

Only part of the results is shown; rates above refer to the full screens.
